Keap1-Nrf2 PPI: disrupts human Keap1 binding to Nrf2 peptide; Q14145; Keap1 Kelch-Nrf2 peptide fluorescence polarization, 1536-well; inhibition, % at 9.4 µM; 340,000 tested, 0.15% active; AID 504523; in the data active = inhibition above about 12%;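 note: human Keap1 Kelch domain with fluorescein labeled Nrf2 9mer peptide probe; 0% = neutral control wells and 100% = peptide positive control; higher means more block of Keap1 binding to Nrf2 peptide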
Cardiac RTF inh: cardiac RTF calcium desensitization. IANBD-labeled cardiac RTF, Ca2+ fluorescence. inhibition, % at 7.15 µM. 340,000 tested, 0.12% active. AID 493244;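 active = inhibition above the mean inhibition of all tested compounds plus 3 SD, cut at about 17% in these data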;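 note: assay run at fixed EC70 calcium of 1.6 mM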
Pemphigus Ab inh: blocks pemphigus antibody binding to human desmoglein-3. P32926. DSG3-coupled beads, scFv-anti-DSG3-GFP binding, flow cytometry; active compounds read low. binding (percent of control), % at 10 µM. 310,000 tested, 0.48% active. AID 588358;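 active = binding more than 3 SD below its plate's average and above zero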;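 note: hits lower antibody fragment binding to DSG3; some compounds called inactive have numbers as strong as hits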
Target sequence (P32926 whole entry, looked up, the tested form may be a part): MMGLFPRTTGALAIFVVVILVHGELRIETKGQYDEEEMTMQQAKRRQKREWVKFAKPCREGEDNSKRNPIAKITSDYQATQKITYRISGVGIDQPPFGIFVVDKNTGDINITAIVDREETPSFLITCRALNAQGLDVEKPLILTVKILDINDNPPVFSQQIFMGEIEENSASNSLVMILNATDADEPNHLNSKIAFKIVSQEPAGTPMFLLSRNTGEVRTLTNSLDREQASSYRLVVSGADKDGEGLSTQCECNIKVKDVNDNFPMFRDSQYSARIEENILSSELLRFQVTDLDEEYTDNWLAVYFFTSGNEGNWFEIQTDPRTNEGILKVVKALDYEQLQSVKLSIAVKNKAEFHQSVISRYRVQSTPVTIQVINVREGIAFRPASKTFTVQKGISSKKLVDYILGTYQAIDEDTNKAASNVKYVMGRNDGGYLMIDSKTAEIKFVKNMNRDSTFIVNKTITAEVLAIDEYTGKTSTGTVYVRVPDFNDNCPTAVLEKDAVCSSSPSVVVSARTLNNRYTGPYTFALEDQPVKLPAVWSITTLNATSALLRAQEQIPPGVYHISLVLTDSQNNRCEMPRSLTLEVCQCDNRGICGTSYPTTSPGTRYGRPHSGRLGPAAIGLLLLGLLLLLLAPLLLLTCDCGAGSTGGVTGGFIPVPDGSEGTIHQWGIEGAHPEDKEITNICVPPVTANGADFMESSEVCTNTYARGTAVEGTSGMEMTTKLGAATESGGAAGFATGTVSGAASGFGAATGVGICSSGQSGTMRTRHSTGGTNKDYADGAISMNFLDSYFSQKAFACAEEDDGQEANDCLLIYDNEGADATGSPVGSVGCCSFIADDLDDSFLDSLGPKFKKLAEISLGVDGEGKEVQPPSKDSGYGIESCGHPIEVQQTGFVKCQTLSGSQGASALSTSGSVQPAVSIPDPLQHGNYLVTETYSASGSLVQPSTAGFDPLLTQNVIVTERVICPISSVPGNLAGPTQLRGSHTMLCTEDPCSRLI
MOR-DOR inv ag: inverse agonist of human OPRM1-OPRD1 heterodimerization; P35372+P41143; cell-based MOR-DOR heterodimer luminescence, inverse agonism; inhibition, % at 9.3 µM; 340,000 tested, 0.21% active; AID 504357; in the data active = inhibition above about 22%, passing the limit was not always enough;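 note: 0% = cells with DMSO and 100% = wells without cells with DMSO; values of inactives mirror those of a sister screen read the other way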
MOR-DOR ag: OPRM1-OPRD1 heterodimerization agonism. 340,000 tested, 0.3% active. cells, luminescence. activation, % at 9.3 µM; in the data active = activation above about 18%;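 note: 0% = vehicle-treated cells and 100% = reference agonist; values of inactives mirror those of a sister screen read the other way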
LANA DNA inh: KSHV C-LANA DNA binding inhibition; inhibition, % at 9 µM; 340,000 tested, 0.078% active; MBP-C-LANA/FAM-LBS DNA binding, fluorescence polarization; AID 504423;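 active = highest replicate inhibition at or above 60% at 9 µM, even if other replicates fall short; inactive = all replicates below 60% inhibition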;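 note: 0% = neutral control wells and 100% = 4 µM acridine orange control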
cardiac RTF act: increases calcium sensitivity of human cardiac regulated thin filaments; 340,000 tested, 0.24% active; activation, % at 7.2 µM; AID 493008; P19429+P45379; IANBD-labeled TnC RTF fluorescence at EC20 calcium; 0% EC20 calcium, 100% full calcium;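 active = activation above the mean over all tested compounds plus 3 SD, cut at about 30% in these data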;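 note: rise in fluorescence read as greater calcium sensitivity of cardiac thin filaments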
Arrestin-AP2 inh: human beta-arrestin and AP2 interaction inhibition; AID 504490; 340,000 tested, 0.31% active; inhibition, % at 10 µM; FITC-arrestin peptide / GST-AP2 beads, flow cytometry; AP2 beta2 appendage carries R879A mutation;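 active = inhibition above a set limit, near 3 SD of compounds lacking own fluorescence, cut at about 54% in these data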;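 note: plate controls were DMSO wells for no effect and 5 µM unlabelled arrestin peptide for full effect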
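System: GST-tagged AP2 beta2-adaptin appendage (R879A) on 4 µm glutathione beads / Reagent: FITC-arrestin peptide, 50 nM / Detection: HyperCyt-sampled flow cytometry, FL1 channel, ex 488/em 535 nm / Timing: 12 min plus 1 h, RT / Buffer or medium: PBS plus Tween 20 (0.05%) and BSA (0.1%)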
V-ATPase pH: regulators of yeast V-ATPase proton transport; S. cerevisiae, pHLuorin cytosolic pH fluorescence; response, % at 10 µM; 350,000 tested, 0.37% active; in the data active = response mostly above about 7.3%, no sharp cut-off; inactive = mostly below about 5.4%; note: actives read high; inactives centre near 0; some compounds called inactive have numbers as strong as hits; reference of the scale not given here
Wnt bcat act: activators of Wnt/beta-catenin signaling. Wnt/beta-catenin reporter cell assay, activator, plate reader. activation, % at 9.35 µM. 300,000 tested, 1.2% active. AID 743398; in the data active = activation above about 30%, passing the limit was not always enough;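 note: 0% = neutral control wells and 100% = positive control wells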
* = called active by the depositor; . = not tested or not shown. Not a hit list; overall some 3.1% were active at least once.

#	SMILES	Keap1-Nrf2 PPI	Cardiac RTF inh	Pemphigus Ab inh	MOR-DOR inv ag	MOR-DOR ag	LANA DNA inh	cardiac RTF act	Arrestin-AP2 inh	V-ATPase pH	Wnt bcat act
1	COc1ccc(-c2oc(NC(=O)CSc3ncn[nH]3)c(C#N)c2-c2ccc(OC)cc2)cc1	-5.5	1.2	106.2	-2.1	0.4	-1.7	2.0	0.0	-2.9	-1.7
2	COc1ccc2[nH]c(C(=O)O)c(NS(=O)(=O)c3ccc(C)c(C)c3)c2c1	-4.3	-5.6	104.1	9.5	-1.8	-0.6	-6.6	-2.9	0.1	0.5
3	COc1ccc(C)cc1NC(=O)C1CCCN(S(=O)(=O)c2ccc3[nH]c(=O)ccc3c2)C1 (centres undefined)	-1.0	-5.2	104.7	4.0	-0.8	-1.5	3.8	-4.5	3.8	0.3
4	CCOC(=O)CNc1ncc([N+](=O)[O-])cc1C#N	-5.7	-15.3	96.4	1.8	-0.3	-0.1	-8.6	0.0	0.6	.
5	COc1ccc(-n2cnnc2SCC(=O)N2CCN(S(=O)(=O)c3ccccc3)CC2)cc1	2.9	-2.3	122.4	3.1	-0.7	-0.1	-1.4	17.4	.	.
6	Nc1ccc(C(=O)Oc2ccc([N+](=O)[O-])cc2)cc1	-0.3	-4.2	93.0	25.1	-4.9	0.7	-1.5	-4.2	-1.7	1.2
7	CC(C(=O)Nc1ccccc1C(=O)O)n1c(C(F)(F)F)nc2ccccc21 (centres undefined)	1.9	2.8	94.8	.	.	0.6	6.0	5.6	0.3	-2.5
8	O=[N+]([O-])c1ccc(Oc2ccc(-c3cnc4ccccc4n3)cc2[N+](=O)[O-])cc1	-2.3	-15.8	125.6	-5.6	1.0	-1.0	3.8	-10.3	-1.2	6.1
9	COc1ccc2nc(C(F)(F)Cl)c(C#N)c(N)c2c1	1.6	5.4	116.0	0.2	0.0	-0.1	2.0	-16.8	-1.6	-22.1
10	CCOc1ccc(S(=O)(=O)NCC2(N3CCCCC3)CCCCC2)cc1	1.5	3.2	100.6	25.2	-5.2	0.9	8.9	-3.5	-2.8	4.7
11	Cc1cccc(-n2nc(C)c3c2NC2=C(C(=O)CCC2)C3c2ccccn2)c1 (centres undefined)	1.0	-5.3	106.8	-1.7	0.4	-1.5	-3.2	13.5	0.3	1.1
12	COc1ccccc1NC(=O)C(C)OC(=O)CSCC(=O)Nc1cc(C)on1 (centres undefined)	-1.6	-2.6	91.7	13.0	-3.4	1.2	-3.6	1.2	-0.8	0.7
13	O=[N+]([O-])c1ccc(C=NNC(=S)NN=Cc2ccc([N+](=O)[O-])cc2)cc1	-3.4	-9.3	89.4	-28.4	6.5	2.1	1.9	1.9	-2.9	-1.1
14	O=C(CN1C(=O)NC2(CCCCC2)C1=O)Nc1ccccc1N1CCCCC1	0.8	-0.1	101.1	-8.4	1.9	0.7	-7.3	25.7	-1.5	-2.2
15	Cc1ccc(C2=N/C(=C\c3ccc(OS(=O)(=O)c4ccc(C)cc4)cc3)C(=O)O2)cc1	5.8	-10.5	103.4	-8.1	1.6	-2.1	6.4	17.7	11.4	-0.2
16	Cn1cc(CNC(=O)c2cc(-c3ccc(Br)cc3)nc3ccccc23)cn1	-7.6	3.3	100.6	6.4	-1.2	-1.7	1.2	40.1	-1.7	0.3
17	COc1cccc(/C=C/C(=O)OCC(=O)Nc2ccc(S(=O)(=O)N3CCCC3)cc2)c1	2.7	-4.4	101.0	12.2	-2.3	1.6	0.5	24.0	-3.8	-1.3
18	Cc1ccc(-n2cc(CNC(C)Cn3cncn3)c(-c3ccc(F)cc3)n2)cc1 (centres undefined)	-2.6	6.0	96.7	6.2	-1.4	-0.9	0.7	-38.7	-0.4	1.7
19	O=C(c1ccccc1)c1ccc(-n2cnnc2)c([N+](=O)[O-])c1	-1.6	-11.5	98.8	-17.5	2.7	1.4	-2.9	-10.7	-2.0	-4.3
20	CCOCCn1c(SCc2ccccc2)nc2c1c(=O)[nH]c(=O)n2C	-3.9	1.8	97.3	-16.5	2.8	0.5	2.5	2.3	-1.9	-1.6
21	COc1ccc(CNC(=O)CN(C(=O)CCC(=O)Nc2nccs2)c2ccc(C)cc2)cc1	-0.5	9.3	108.3	6.3	-1.2	-0.6	-12.0	20.3	-1.7	-1.6
22	COC(=O)Nc1ccc(OCC(=O)N2CCOCC2)cc1	0.4	-16.9	88.6	14.6	-2.9	-1.0	2.1	-7.7	4.3	.
23	CC(C)(CO)CNC(=O)CCc1nnc(C2(c3ccc(Cl)cc3)CCC2)o1	-1.8	-2.0	98.1	14.1	-2.8	-0.2	2.2	2.7	-0.1	-5.0
24	COc1ccc(/C=N\NC(=O)CC(=O)Nc2cccc(Cl)c2)cc1OC	-0.8	0.0	104.9	10.0	-2.0	0.4	3.2	30.4	0.3	1.5
25	Cc1ccc(-n2nc(C)c(C3(O)C(=O)N(C)c4ccccc43)c2N)cc1 (centres undefined)	1.4	-13.4	103.0	15.4	-2.1	0.3	3.8	1.9	1.4	-4.3
26	Cc1ccccc1OCCSc1nc2ncnc(N)c2[nH]1	-4.1	-0.3	110.4	11.2	-2.4	0.1	1.2	2.9	1.1	0.4
27	CN(c1ccccc1)S(=O)(=O)c1cccc(NC(=O)CCNC(=O)c2ccc([N+](=O)[O-])cc2)c1	-1.7	-0.2	117.1	-12.9	2.5	-1.5	-0.2	32.0	0.5	-1.9
28	CCOC(=O)N1CCN(Cc2nc(-c3cccc(Cl)c3)no2)CC1	-4.6	-7.6	119.1	-4.4	0.9	1.8	4.0	5.2	-1.6	-2.7
29	Cc1nc2sc(C(c3ccc(C(C)C)cc3)N3CCN(CCO)CC3)c(O)n2n1 (centres undefined)	1.9	-6.1	101.6	11.8	-2.0	0.5	3.3	-0.2	-0.2	-3.1
30	C=CCN(c1ccccc1)S(=O)(=O)c1cccc(C(=O)N2CC(C)CC(C)C2)c1 (centres undefined)	-4.3	-3.4	.	-34.4	6.4	-0.5	4.2	5.6	3.6	-6.7
31	COC(=O)[C@@H](Cc1c[nH]c2ccccc12)NC(=O)c1ccc2c(c1)OCO2	-0.6	0.9	98.7	7.8	-1.6	2.2	1.1	-20.6	1.5	38.2*
32	COc1ccc(C2CC(c3ccc(F)cc3)=NN2c2ccccc2)cc1OC (centres undefined)	-15.3	-7.6	120.0	-14.0	2.8	0.0	10.0	-10.2	0.8	0.7
33	COc1ccc(/C=C/C(=O)N(C)C2CCCCC2)cc1Br	-3.0	-10.5	104.1	-18.8	3.6	0.1	-3.9	5.2	-1.4	16.6
34	O=C(CSc1nnc(NC(=O)c2ccccc2Cl)s1)NC1CC1	2.5	3.2	106.1	8.9	-1.6	-1.6	11.8	16.2	2.2	9.1
35	CC(=O)NN1C(=O)c2ccccc2NC1c1ccc([N+](=O)[O-])o1 (centres undefined)	1.1	2.5	109.7	-19.8	4.0	1.0	-1.6	32.2	1.1	-0.4
36	O=C(CCN1C(=O)c2ccccc2S1(=O)=O)NCc1ccco1	-0.5	-5.7	100.2	1.6	-0.3	0.7	-1.1	18.9	3.6	.
37	O=c1[nH]c2ccc(NC(=S)Nc3ccc(Cl)cc3)cc2[nH]1	-2.1	-8.5	106.8	-2.0	0.4	0.9	0.0	-7.1	1.1	1.4
38	Cc1ccccc1N=C1NC(=O)/C(=C/c2cccn2-c2cccc(C(=O)O)c2)S1	3.6	.	105.4	.	.	12.5	.	11.3	-2.3	-0.3
39	CCOc1ccccc1N1CCN(C(=O)c2ccc(Cl)c(S(=O)(=O)N3CCCCC3)c2)CC1	0.1	-8.2	.	-19.3	3.7	-0.9	-17.3	-4.2	0.4	-4.1
40	CCN(CC)C(=O)CSc1nnc2c3ccccc3n(C)c2n1	0.9	-0.4	113.1	17.7	-3.5	-1.0	1.3	-11.5	-0.6	-1.3

Screen by screen, quoted from above.
MOR-DOR inv ag, entries 31 to 40, in order: 7.8, -14.0, -18.8, 8.9, -19.8, 1.6, -2.0, ., -19.3, 17.7
cardiac RTF act, entries 31 to 40, in order: 1.1, 10.0, -3.9, 11.8, -1.6, -1.1, 0.0, ., -17.3, 1.3

The listing continues:
#	SMILES	Keap1-Nrf2 PPI	Cardiac RTF inh	Pemphigus Ab inh	MOR-DOR inv ag	MOR-DOR ag	LANA DNA inh	cardiac RTF act	Arrestin-AP2 inh	V-ATPase pH	Wnt bcat act
41	CCOC(=O)N1CCC(NC(=O)c2cc3sccc3n2CC)CC1	-1.7	-6.5	108.3	-7.0	1.3	0.1	6.0	13.7	-0.4	-2.1
42	O=C(OCn1nnc2ccccc2c1=O)c1ccc2ncsc2c1	-3.5	-8.7	.	9.9	-1.6	-1.6	-1.8	-12.0	1.7	-3.9
43	O=C(NC(CO)c1ccccc1)c1ccco1 (centres undefined)	-3.1	-9.1	112.3	6.7	-1.6	0.1	12.4	-8.6	-1.0	.
44	O=C(O)c1cc2c(cc1NC(=O)c1c(F)cccc1Cl)OCCCO2	5.3	8.2	96.5	14.8	-2.4	-0.3	-7.4	7.9	5.3	0.1
45	Cc1nc(NCCN2CCOCC2)c2nnn(Cc3c(F)cccc3Cl)c2n1	-2.7	-1.9	104.1	-4.4	0.8	-0.5	-2.0	2.0	0.9	-4.0
46	Cc1ccc(S(=O)(=O)NC(=O)NN2CC3CCCC3C2)cc1 (centres undefined)	10.9	-3.1	98.0	-1.8	0.4	1.4	4.7	9.0	3.3	-1.6
47	COc1ccc(-c2nsc(SCC(=O)Nc3ccc4c(c3)OCO4)n2)cc1	-1.8	-8.5	86.4	-32.3	6.3	-1.3	5.3	3.8	-2.2	-2.4
48	O=C(c1ccc(-n2cncn2)c([N+](=O)[O-])c1)N1CCN(S(=O)(=O)c2ccc(F)c(F)c2)CC1	0.7	6.5	117.8	-1.3	0.2	0.6	-0.1	9.7	-2.0	-0.3
49	Cc1ccc2nc(-c3ccc(NC(=O)CN(c4ccccc4C)S(C)(=O)=O)cc3)sc2c1	-4.7	-1.2	102.6	-15.6	3.1	-1.5	-1.6	22.6	-2.3	.
50	CC(=O)Nc1ccc(C(=O)OC2CCOC2=O)cc1 (centres undefined)	-4.4	-15.8	99.2	10.6	-2.0	2.2	0.4	-6.8	1.1	-2.8
51	CC1(c2nnc(-c3ccccc3)o2)CC(c2cccnc2)=NO1 (centres undefined)	-1.9	11.7	103.7	14.2	-2.5	-1.9	-2.6	.	-1.3	-1.2
52	CCc1cc2cc(C)cc(C)c2[nH]c1=S	-1.6	-13.7	99.2	4.3	-0.8	0.1	7.0	7.1	0.5	0.1
53	COC(=O)CSc1c(-c2ccccc2)c2cc(Cl)ccc2[nH]c1=O	2.2	-3.1	101.6	-17.6	3.6	0.2	-2.7	-9.8	-0.8	.
54	CCN(CC)S(=O)(=O)c1ccc(C(=O)NCc2nnc(SCC(=O)OC)n2C)cc1	-3.9	-1.8	.	4.6	-0.8	-2.1	10.3	1.8	0.8	.
55	Cc1cc(Cl)ccc1OC(C)C(=O)OCC(=O)Nc1ccc2[nH]c(=O)[nH]c2c1 (centres undefined)	-2.4	-9.1	.	-3.8	0.9	-1.5	2.7	-3.5	2.6	-2.8

Assay outcomes (PubChem)
